Source: PubChem BioAssay
SNCA expr inhib: Primary qHTS assay for inhibitors of alpha-synuclein gene (SNCA) expression; actives 0.17% (n = 140,000); AID 1671194, 2021; Potency, µM (doses to about 57.2 µM), without a hit: at the top dose activity change, negative = inhibition, usual class: inhibitors; HEK-293 SNCA-luciferase knock-in, luminescence, 24 h;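 further: potency means the concentration at half of the fitted maximal effect; plate controls were DMSO cells for no effect and cell-free wells for full effect; nearly all actives have a fitted effect of over 45% in size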
Luciferase inh: Firefly luciferase inhibition profiling of diverse chemical library using quantitative high-throughput screening; Luciferin 4-monooxygenase (Photinus pyralis), P08659; purified P. pyralis luciferase, luminescence, biochemical; Potency, µM (series often up to 115 µM), inactives show top-dose activity change, negative = inhibition, actives largely listed as inhibitors; actives 2.5% (n = 76,000); further: potency means the concentration at half of the fitted maximal effect; nearly all actives have a fitted effect of over 65% in size
Target sequence (P08659 whole entry, looked up): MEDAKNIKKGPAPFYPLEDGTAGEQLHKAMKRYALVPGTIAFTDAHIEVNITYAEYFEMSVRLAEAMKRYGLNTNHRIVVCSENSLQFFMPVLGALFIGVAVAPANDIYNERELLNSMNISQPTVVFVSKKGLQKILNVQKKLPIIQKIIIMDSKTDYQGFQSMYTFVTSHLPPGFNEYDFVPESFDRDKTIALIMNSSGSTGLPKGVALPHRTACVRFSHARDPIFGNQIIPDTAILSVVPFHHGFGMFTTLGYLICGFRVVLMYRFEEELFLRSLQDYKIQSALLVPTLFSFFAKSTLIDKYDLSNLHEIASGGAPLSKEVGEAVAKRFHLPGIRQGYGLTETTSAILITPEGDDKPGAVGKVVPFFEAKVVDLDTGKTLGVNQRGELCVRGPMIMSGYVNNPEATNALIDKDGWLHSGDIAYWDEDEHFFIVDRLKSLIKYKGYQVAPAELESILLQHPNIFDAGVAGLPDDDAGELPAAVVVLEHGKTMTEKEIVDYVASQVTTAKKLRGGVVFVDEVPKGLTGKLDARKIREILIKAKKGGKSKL
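FLuc 10nM, D-luciferin 10uM, ATP 10uM, Mg acetate 10mM, Tris acetate pH 7.5, Tween/BSA; cpd qHTS; enzyme added last; CCD luminescence.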
NIH3T3 tox: Cytotoxic Profiling in NIH 3T3 Cell Line of Diverse Libraries Using Quantitative High-Throughput Screening. Potency, µM (series often up to 96.7 µM), for the others: at the highest dose activity change, negative = cytotoxicity, most hits filed as inhibitors. AID 1345082, 2018. NIH 3T3 viability, CellTiter-Glo ATP luminescence, 48-72 h. actives 4.3% (n = 94,000); further: potency means the concentration at half of the fitted maximal effect; nearly all actives have a fitted effect of over 55% in size
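Cytotoxicity is measured as loss of cellular ATP: NIH 3T3 cells (400/well) are exposed to compound for 48 or 72 hr at 37 °C, then CellTiter-Glo luminescence is imaged after 10 min at room temperature.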
HEK cytotox: Cytotoxic Profiling in HEK 293 Cell Line of Diverse Libraries Using Quantitative High-Throughput Screening; HEK 293 viability, ATP luminescence (CellTiter-Glo), 48-72 h; Potency, µM (titrated, usually from 115 µM), for inactives: at the highest dose activity change, negative = cytotoxicity, hits mostly inhibitors; actives 6.6% (n = 94,000); AID 1345083, 2018; further: potency means the concentration at half of the fitted maximal effect; nearly all actives have a fitted effect of over 60% in size
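CellTiter-Glo luminescence (cellular ATP) was read after 48 or 72 hr of compound exposure at 37 degree Celsius. Cells were HEK 293 plated at 250 cells/well.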
IP6K1 inhibitor: Primary qHTS assay for small molecule inhibitors of Inositol hexaphosphate kinase 1 (IP6K1); Inositol hexakisphosphate kinase 1 (Homo sapiens), Q92551; activity change, % (series mostly up to about 58 µM); IP6K1 kinase, ADP-Glo luminescence, 2 h; stronger effect = lower value; AID 1645851, 2021; actives 0.81% (n = 140,000); in the data active means activity change below about -25%
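ADP-Glo luminescence measures ADP made by human IP6K1 during a 2 h RT reaction with ATP/IP6 (mix at 1.3 mM/130 uM); top library doses 57.5 and 19.1 uM final.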
SNCA viab count: GF-AFC viability counterscreen for inhibitors of alpha-synuclein gene (SNCA) expression; HEK-293-SNCA-luc viability, GF-AFC fluorescence, 24 h; actives 0.12% (n = 150,000); Potency, µM (series often up to 57.1 µM), without a hit: at the top dose activity change, negative = cytotoxicity, actives largely listed as cytotoxic;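 further: potency means the concentration at half of the fitted maximal effect; 0% = DMSO-treated cells and -100% = medium-only wells without cells; nearly all actives have a fitted effect of over 30% in size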
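Cytotoxicity counterscreen: after 24 h compound treatment of genome-edited SNCA-luciferase HEK-293 cells, live-cell protease substrate GF-AFC read by fluorescence after 30 min; activity scaled between DMSO (0%) and medium-only (-100%), curves Hill-fitted.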
GPT2 inhibitor: Primary qHTS assay for inhibitors of Glutamate pyruvate transaminase 2 (GPT2); actives 0.25% (n = 100,000); Recombinant GPT2, coupled pyruvate oxidase/HRP Amplex Red fluorescence; Alanine aminotransferase 2 (Homo sapiens), Q8TD30; Potency, µM (highest dose often 57.7 µM), without a hit: at the highest dose activity change, negative = inhibition, hits mostly inhibitors; further: potency means the concentration at half of the fitted maximal effect; nearly all actives have a fitted effect of over 60% in size; many of its hits are not listed in these tables
Target sequence (Q8TD30 whole entry, looked up): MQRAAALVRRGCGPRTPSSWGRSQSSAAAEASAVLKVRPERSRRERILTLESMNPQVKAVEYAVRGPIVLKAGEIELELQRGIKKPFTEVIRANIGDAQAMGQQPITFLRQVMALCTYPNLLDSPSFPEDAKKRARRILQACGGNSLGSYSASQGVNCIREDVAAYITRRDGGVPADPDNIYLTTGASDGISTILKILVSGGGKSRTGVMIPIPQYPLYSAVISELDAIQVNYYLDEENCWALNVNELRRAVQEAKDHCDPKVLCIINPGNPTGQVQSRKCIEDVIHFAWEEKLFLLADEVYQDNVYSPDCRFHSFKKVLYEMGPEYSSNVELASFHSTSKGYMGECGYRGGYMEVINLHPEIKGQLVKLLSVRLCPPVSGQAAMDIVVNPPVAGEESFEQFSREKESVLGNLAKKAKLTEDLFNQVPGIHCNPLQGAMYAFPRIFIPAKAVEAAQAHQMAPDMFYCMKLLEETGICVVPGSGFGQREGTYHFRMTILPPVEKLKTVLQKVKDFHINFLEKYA
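Recombinant GPT2 (10ng/uL) with 250uM a-KG and 2mM L-alanine, 30 min at room temperature, in HEPES pH 7.5 buffer. Pyruvate detected by pyruvate oxidase/HRP/Amplex Red fluorescence after 30 min in the dark; AOA (50uM) as positive control.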
Numbers without * were called inactive; i = inactive; ? = inconclusive; / = not tested or not shown; [ ] = another dose, or the depositor's remark. Unless noted, the call rests on the fitted dose curve; in most records, active means well fitted curve in the direction sought with a large enough effect; inconclusive means small, poorly fitted or top-dose-only effect, or another doubt; inactive means no such curve, though single readings can be large; an effect the other way counts as inactive or inconclusive. Unless noted, on the % scale 0 is the no-effect control and ±100 the full control effect. Some of the compounds tested, so the mix of outcomes need not match the whole.

Values run as follows: SNCA expr inhib, Luciferase inh, NIH3T3 tox, HEK cytotox, IP6K1 inhibitor, SNCA viab count, GPT2 inhibitor
COc1cccc(-c2cc(C3CCN(C(=O)NC4CCCC4)CC3)[nH]n2)c1
  28%, -8%, -16%, ?, 0, -12%, i
COCCOC1CCN(C(=O)c2cccc3[nH]ccc23)CC1
  1%, -5%, i, 16%, 20, 12%[12.5 µM], i
COCCN1CCN(C(=O)[C@@H]2Cc3cn(Cc4cc(C)on4)c4cccc(c34)[C@H](CC(C)C)N2)CC1
  -8%, 1%, ?, -29%, -6, -1%, -7%
Cn1ncc2c(C(=O)Nc3cccc(F)c3)cc(-c3ccccc3F)nc21
  /, /, -20%, ?, 4, /, /
CN(C(=O)CSc1nnc2[nH]c(=O)cc(-c3ccccc3)n12)c1ccccc1
  25%, /, /, /, -14, -5%, /
COc1ccc2nc([C@H]3CCN(C4CCN(C(C)=O)CC4)C3)[nH]c2c1
  21%[87.6 µM], ?, -3%[174 µM], -16%[172 µM], -3, -8%[87.6 µM], 2%[88.5 µM]
N#Cc1ccc(CN2CCC3(CC(Cc4ccccc4)=NO3)C2)cc1 (stereo not given)
  7%, -4%, ?, ?, 0, 0%, i
COc1cccc(C(=O)N2CCN(c3cc(C(F)(F)F)ncn3)CC2)c1OC
  ?, -4%, -28%, -21%, 2, -5%, i
O=C(COc1ccccc1F)Nc1ccc2nc(SCc3ccccc3)sc2c1
  66%[activator], /, /, /, 3, -7%, /
COc1ccc(-c2noc([C@@H]3CCCN3C(=O)c3ccc(F)c(F)c3)n2)cc1OC
  35%[activator], -10%, -23%, ?, 7, -16%, i
COc1cc(NC(=O)Cn2cccc2-c2nc(-c3ccc(F)cc3)no2)cc(OC)c1OC
  -15%, 6%, -17%, ?, 33, 4%, -6%
NC(=O)c1cccnc1N1CCC2(CCCN(Cc3cccc(F)c3F)C2)C1 (stereo not given)
  -1%, 1%, -8%, -27%, 3, -17%, -10%
O=C(NCc1ccc(F)cc1)c1cc(-c2ccccc2)c2nncn2n1
  7%, /, -11%, i, 1, -6%, -17%
Cc1cc(=O)n(CC(=O)Nc2ccc(N(C)C)cc2)c(-c2ccc(F)cc2)n1
  ?, -9%, -15%, -16%, -9, 6%, -21%
CNC(C)C(=O)NC(C(=O)N1CCCC1C(=O)Nc1snnc1-c1ccccc1)C1CCCCC1 (stereo not given)
  /, /, /, /, 7, -22%, -4%
O=C(Cn1nnc(-c2ccc(Cl)cc2)n1)NCc1ccc(F)cc1
  14%, /, /, /, 4, 10%, /
COc1ccc(CNC(=O)N2CCCCCC2CN2CCOCC2)cc1 (stereo not given)
  -1%, -10%, -11%, 2%, -5, -12%, i
CCCCC[C@H](O)C=C[C@H]1[C@H](O)CC(=O)[C@H]1CCCCCCC(=O)O
  -12%, /, /, /, /, 5%, i
CNC(=O)c1cc(C2CC2)nc2onc(C3CCCN(C(=O)c4ccc(F)cc4)C3)c12 (stereo not given)
  /, /, ?, ?, -2, /, /
CCCCc1nn2c(=O)cc(COC(=O)c3ccc(NC(=O)c4cccs4)cc3)nc2s1
  -12%, /, /, /, 5, -8%, /

2 entries from above, field by field:
canonical_smiles: COc1ccc(CNC(=O)N2CCCCCC2CN2CCOCC2)cc1 (stereo not given)
  SNCA expr inhib: -1%
  Luciferase inh: -10%
  NIH3T3 tox: -11%
  HEK cytotox: 2%
  IP6K1 inhibitor: -5
  SNCA viab count: -12%
  GPT2 inhibitor: i

canonical_smiles: CCCCc1nn2c(=O)cc(COC(=O)c3ccc(NC(=O)c4cccs4)cc3)nc2s1
  SNCA expr inhib: -12%
  Luciferase inh: /
  NIH3T3 tox: /
  HEK cytotox: /
  IP6K1 inhibitor: 5
  SNCA viab count: -8%
  GPT2 inhibitor: /

Additional results:
Values run as follows: SNCA expr inhib, Luciferase inh, NIH3T3 tox, HEK cytotox, IP6K1 inhibitor, SNCA viab count, GPT2 inhibitor
CCOC(=O)c1ccccc1NC(=O)Cn1c(=O)n(Cc2nc(C)no2)c(=O)c2ccccc21
  1%, /, /, /, 9, -25%, /
O=C(NC1C[C@H]2CC[C@@H](C1)N2C(=O)Cc1ccc(F)cc1)c1ccncc1 (stereo not given in full)
  -10%, -5%, -21%, -9%, 19, -2%, i
O=C(O)Cn1nc(C2CC2)nc1CCc1nc2ccccc2s1
  14%, -4%, 0%, -2%, 6, 13%, -5%
CCN(CC)c1ccc(NC(=O)C2COc3ccc(OC)cc3C2)c(C)c1 (stereo not given)
  -10%, /, /, /, 10, -24%, /
O=C(NCCCc1nc2ccccc2[nH]1)C1CC(=O)N(c2n[nH]c3ccccc23)C1 (stereo not given)
  -26%, 0%, -16%, -3%, 14, 12%, -4%
Cn1c(Cn2ccnc2)nnc1C1CCCN(C(=O)c2sccc2N)C1 (stereo not given)
  26%, -2%, -8%, 2%, 14, 6%, -16%
COc1ccc(CNC(=O)Cn2c(=O)c(-c3noc(C)n3)c3n(c2=O)CCCC3)cc1
  -19%, -2%, i, 11%, 30, -1%, i
CCNC(=O)N1CCCC1c1noc(CCC(=O)N2CCN(c3ccccn3)CC2)n1 (stereo not given)
  -4%, /, -7%, -8%, -9, 4%, 0%
CCc1nc(-c2c3n(c(=O)n(Cc4ccccc4C)c2=O)CCCC3)no1
  ?, -5%, ?, -4%, 10, -20%, -30%
N[C@@H](Cc1ccc(F)cc1)C(=O)O
  59%[activator], /, /, /, /, -1%, i
OC1CCOC2(CCN(Cc3ccc4cc[nH]c4c3)CC2)C1 (stereo not given)
  -19%, 2%, i, 9%, 12, 2%[12.5 µM], i
Cc1cc(-c2cnc3[nH]cc(CC(N)=O)c3c2)ccn1
  12%[87.6 µM], 6%[230 µM], ?, -27%[230 µM], -7, 12%[87.6 µM], 1%[88.5 µM]
Cc1nc(N2CCC(NC(=O)c3nccc4ccccc34)CC2)cc(C(F)(F)F)n1
  -2%, 1%, ?, ?, -3, 4%, 5%
CC1CCC2(NC1)OC1C(O)C3C4CCC5CC(O[C@@H]6O[C@H](CO)[C@@H](O)[C@H](O)[C@H]6O[C@@H]6O[C@@H](C)[C@H](O)[C@@H](O)[C@H]6O)CCC5(C)C4CCC3(C)C1C2C (stereo not given in full)
  /, /, /, /, 0, 30%[23.9 µM], i
CC1=C[C@@H](CNC(=O)Nc2ccccc2)[C@H](C(C)C)C[C@H]1CC(=O)NCCN1CCOCC1
  10%, -6%, 0%, -2%, -12, 5%, i
O=C(NCCCn1ccc2ccccc21)C1CC(=O)N(C2CCCC2)C1 (stereo not given)
  0%, 11%, -3%, -1%, -6, 1%, -2%
COCc1noc([C@@H]2CC(F)(F)CN2C(=O)c2cnc(C)cn2)n1
  -7%, 1%, i, i, 2, -1%, i
COc1ccc(Cn2c(=O)c3cccnc3n(CC(=O)Nc3ccc(C)c(F)c3)c2=O)cc1
  -3%, /, /, /, -18, 3%, /
Cc1ccc(OCC(=O)Nc2cccc(C(=O)OCc3cc(=O)n4cc(C)sc4n3)c2)cc1
  32%[activator], /, /, /, 3, -15%, /
O=C(c1cc2c(s1)-c1ccccc1OC2)N1CCN(c2ccccc2)CC1
  -15%, /, /, /, -2, 14%, /
Cc1cc(F)ccc1NC(=O)CCC1CCCN(C(=O)CC2=CCCCC2)C1 (stereo not given)
  1%, -1%, ?, ?, 13, -10%, i
CCn1ccc(C(=O)N2CCCC(c3noc(COC)n3)C2)n1 (stereo not given)
  6%, -6%, i, 2%, 29, 24%[12.5 µM], i
Cc1ccc([S+](=O)([O-])N2CCC(c3nn(C)c(=O)[nH]3)CC2)cc1
  -5%, 0%, -10%, -13%, 4, 3%, -3%
CC1=C[C@@H](CNC(=O)CCC(=O)O)[C@H](C(C)C)C[C@H]1CC(=O)N1CCN(C)CC1
  1%[87.6 µM], 1%[172 µM], -24%[138 µM], 2%[172 µM], -3, 3%[87.6 µM], 0%[88.5 µM]
CCc1ccccc1NC(=O)CCn1ccn2nc3c(c2c1=O)CCCC3
  13%, -9%, -1%, -21%, 21, -2%, i
CCOc1cc(=O)n2c(c1C(=O)Nc1ccc(F)cc1F)CCCC2
  0%, 0%, -23%, 3%, -2, -8%, -5%
Cc1ccc(CN2C(=O)NC3(CCCN(C(=O)c4ccc5c(c4)OCO5)C3)C2=O)cc1 (stereo not given)
  -10%, 0%, ?, -24%, -10, 1%, -6%
CC1=C[C@@H](CNCc2ccccc2O)[C@H](C(C)C)C[C@H]1Cc1nc2c(C)cccc2[nH]1
  ?, 6%[172 µM], ?, ?, -8, ?, i
CCOC(=O)c1cn(C2CN(C(=O)Cc3ccccc3F)C2)nn1
  3%, -7%, i, 5%, 17, 8%, i
O=C(NCc1ccc(N2CCOCC2)cc1)c1cc[nH]c1C1CCCNC1 (stereo not given)
  -1%, -16%, i, 0%, 1, 1%[12.5 µM], i
Cc1ccc(CC(=O)NC2CCN(c3cc(-c4cccs4)[nH]n3)C2)cc1 (stereo not given)
  -12%, -1%, ?, ?, 5, -13%, ?
O=C(CN1C(=O)COc2ccc(S(=O)(=O)NC3CCCC3)cc21)Nc1ccc(F)c(Cl)c1
  ?, /, /, /, 17, ?, /
CC(C)CC(=O)NC1CCCc2c1[nH]c1c(Cl)cccc21 (stereo not given)
  ?, 0%, ?, ?, -1, -23%, -23%
Cc1[nH]c(=O)[nH]c(=O)c1S(=O)(=O)N1CCN(c2ccccc2Cl)CC1
  -23%, /, /, /, 17, 5%, /
O=C(NCc1ccccc1)c1cn2cc(-c3ccc(C(F)(F)F)cc3)sc2n1
  7%, /, -16%, -7%, 6, 13%, -2%
CCCNC(=O)c1ccc2c(c1)N(Cc1cccc(C)c1)C(=O)c1ccccc1S2
  1%, /, /, /, -18, -15%, /
Cc1ccc2nc3n(c2c1)[C@@H](CNCc1ccccc1)COC3
  -16%[87.6 µM], -2%[172 µM], ?, ?, -6, -6%[87.6 µM], i
COc1cc(CNCCSc2nnnn2C)cc(Cl)c1OCc1ccccc1
  42%[activator], /, /, /, 12, -16%, /
C[S+](=O)([O-])c1ccc(-c2nnc3ccc(C(=O)NCc4cccs4)cn23)cc1
  -3%, /, -22%, 0%, 12, 2%, i
CC(=O)Oc1c(C)c(C)c2c(c1C)CC[C@@](C)(CCC[C@H](C)CCC[C@H](C)CCCC(C)C)O2
  -29%[25.6 µM], /, /, /, 20, -12%[23.9 µM], -12%
O=C(Cc1cccc(Cl)c1)N1CCC(Oc2ncccc2C(=O)N2CCCCC2)C1 (stereo not given)
  -17%, 2%, -6%, -23%, 16, -8%, i
